Source: PubChem (several laboratories)
ABCB1 block – inhibitors of human ABCB1 transporter, ABCG2 counter-screen. CCRF-Adr cells, JC-1 efflux, flow cytometry. inhibition, % at 6.6 µM. 190,000 tested, 0.067% active. AID 1326; in the data active means inhibition above about 40%;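 further: 0% = vehicle and 100% = reference inhibitor; higher value means more JC-1 retained so stronger ABCB1 efflux block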
Target sequence (P08183 whole entry, looked up): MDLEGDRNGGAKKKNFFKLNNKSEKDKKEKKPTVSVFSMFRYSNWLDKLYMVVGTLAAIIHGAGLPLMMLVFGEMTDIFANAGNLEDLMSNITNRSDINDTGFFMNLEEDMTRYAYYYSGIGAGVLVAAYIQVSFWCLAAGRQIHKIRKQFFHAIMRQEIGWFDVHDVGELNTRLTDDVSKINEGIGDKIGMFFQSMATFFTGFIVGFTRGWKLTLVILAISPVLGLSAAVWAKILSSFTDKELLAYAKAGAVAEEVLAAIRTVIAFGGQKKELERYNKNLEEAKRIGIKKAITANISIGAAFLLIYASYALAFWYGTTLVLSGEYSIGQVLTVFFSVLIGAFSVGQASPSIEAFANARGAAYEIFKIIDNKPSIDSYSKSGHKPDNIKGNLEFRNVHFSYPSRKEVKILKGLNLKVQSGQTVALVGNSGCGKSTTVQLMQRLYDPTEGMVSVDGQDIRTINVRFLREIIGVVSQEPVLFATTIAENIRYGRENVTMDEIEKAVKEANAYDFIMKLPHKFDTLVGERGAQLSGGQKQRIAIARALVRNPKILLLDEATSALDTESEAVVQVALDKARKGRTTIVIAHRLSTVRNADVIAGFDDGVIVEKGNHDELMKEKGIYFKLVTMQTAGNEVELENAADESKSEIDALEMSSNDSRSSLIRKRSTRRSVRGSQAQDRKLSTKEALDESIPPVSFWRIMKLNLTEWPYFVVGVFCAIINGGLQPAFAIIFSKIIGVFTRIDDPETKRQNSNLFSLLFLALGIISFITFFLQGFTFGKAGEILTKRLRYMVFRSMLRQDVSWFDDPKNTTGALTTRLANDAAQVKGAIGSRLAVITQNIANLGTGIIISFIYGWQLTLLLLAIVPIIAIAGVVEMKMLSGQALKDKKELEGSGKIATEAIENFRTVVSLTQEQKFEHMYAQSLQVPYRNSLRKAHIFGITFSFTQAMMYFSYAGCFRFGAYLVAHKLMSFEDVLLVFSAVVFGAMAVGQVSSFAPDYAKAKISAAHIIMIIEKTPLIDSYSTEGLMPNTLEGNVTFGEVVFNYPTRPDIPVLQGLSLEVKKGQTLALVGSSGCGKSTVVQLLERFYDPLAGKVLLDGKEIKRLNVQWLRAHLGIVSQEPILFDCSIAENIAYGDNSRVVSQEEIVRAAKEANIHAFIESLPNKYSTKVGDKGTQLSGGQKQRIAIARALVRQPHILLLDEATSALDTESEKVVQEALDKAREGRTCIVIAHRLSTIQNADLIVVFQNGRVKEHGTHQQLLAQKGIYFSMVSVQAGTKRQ
GSH fluor – compound fluoresces at 488/530 nm on GSH beads; 190,000 tested, 0.25% active; GSH beads flow cytometry, compound fluorescence 488/530 nm; active compounds read high; AID 1776; fluorescence (KMESF) at 10 µM; in the data active means fluorescence above about 89;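 further: glutathione beads carrying GST-tagged Bcl family fusion proteins plus one bare bead set; values are compound well signal with DMSO vehicle wells as background; inactives centre near 16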
Mcl1-Bid inh – Mcl-1/Bid interaction inhibition; Q07820; TR-FRET Mcl-1/Bid-Dy647 peptide binding, 1536-well; inhibition, % at 21.7 µM; 220,000 tested, 0.97% active;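 active means compounds that cut the binding signal by more than half at the single screening dose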;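 further: His-tagged Mcl-1 with europium anti-His antibody binding Bid BH3 peptide; 0% = Mcl-1 plus peptide wells and 100% = peptide-only wells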
RGS4-Gao reg – modulates binding of RGS4 to human Galphao. Multiplexed bead flow cytometry; actives lie on both sides. 220,000 tested, 0.33% active. binding response (% of control), % at 10 µM. P09471; in the data active means binding response below about 49% or above about 150%; inactive means in between;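 further: fluorescent Galphao activated with aluminum fluoride binding bead-coupled RGS4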
Bim-Mcl-1 – human Bim-Mcl-1 interaction inhibition; inhibition, % at 10 µM; AID 1009; 190,000 tested, 0.1% active; Bead-based flow cytometry, Bim peptide-Mcl-1 binding; in the data active means inhibition above about 40%;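 further: 0% = no compound tracer wells and 100% = peptide blocker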
Pf gametocyte – P. falciparum stage V gametocyte viability inhibition; P. falciparum stage V gametocytes, ATP luminescence, 24 h; AID 743093; inhibition, % at 10.9 µM; 150,000 tested, 0.065% active;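 active means inhibition above the mean plus 3 SD of compounds within the control limits, set per campaign, cut at about 38% in these data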;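 further: 0% = DMSO wells and 100% = medium only without gametocytes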
RGS7-Gao reg – regulators of human RGS7-Galphao interaction; P09471; Multiplexed bead flow cytometry, RGS7-Galphao binding; actives lie on both sides; binding response (% of control), % at 10 µM; 220,000 tested, 0.35% active; AID 1439; in the data active means binding response below about 49% or above about 150%; inconclusive means no clear call, values can overlap the other calls; inactive means in between;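 further: fluorescent Galphao held in activated GDP-AlF4 state binding bead-coupled RGS7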
ABCG2 inh – blocks JC-1 efflux by human ABCG2 transporter; inhibition, % at 6.6 µM; Q9UNQ0; IgMXP3 cells, flow cytometry; 190,000 tested, 0.1% active;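 active means inhibition above 80%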;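 further: 0% = DMSO and 100% = nicardipine control wells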
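Times: 10 min at 25 °C | Test system: Two drug-resistant human cell lines, ABCG2 and ABCB1 | Quantity: 3 million cells/mL final, two lines in 1:1 ratio | Signal: Flow cytometry, 530 nm JC-1 signal | Dosing: Compound at 6.6 µM | Controls: Nicardipine and DMSO wells | Reagent: JC-1 as fluorescent efflux pump substrate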
Mcl1-Noxa inh – Mcl-1/Noxa interaction inhibition; Q07820; TR-FRET Mcl-1/Noxa peptide binding, 2 h; inhibition, % at 21.7 µM; 220,000 tested, 1.5% active; AID 1022;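 active means compounds that cut the protein-peptide binding signal by more than 50% relative to plate controls in a single-dose test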;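 further: His-tagged Mcl-1 with rhodamine Noxa BH3 peptide and terbium anti-His antibody; 0% = Mcl-1 plus Noxa peptide wells and 100% = peptide-only wells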
Avidin fluor – avidin bead compound fluorescence profile. Avidin beads, compound fluorescence 488/530 nm, flow cytometry; active compounds read high. fluorescence (KMESF) at 10 µM. 220,000 tested, 0.38% active. AID 1775; in the data active means fluorescence above about 47; further: inactives centre near 10
RGS8-Gao reg – regulators of human RGS8-Galphao interaction. 220,000 tested, 0.34% active. multiplexed bead flow cytometry, RGS8-Galphao binding; actives lie on both sides. response (percent of control binding), % at 10 µM; in the data active means response below about 60% or above about 140%; inactive means in between;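 further: Galphao activated as the GDP aluminium fluoride complex binding bead-coupled RGS8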
An asterisk follows results filed as active; ? = inconclusive; . = no result given.

SMILES | ABCB1 block | GSH fluor | Mcl1-Bid inh | RGS4-Gao reg | Bim-Mcl-1 | Pf gametocyte | RGS7-Gao reg | ABCG2 inh | Mcl1-Noxa inh | Avidin fluor | RGS8-Gao reg
Cc1cccc(C)c1NC(=O)Nc1ccccc1-n1ccnc1 | 1.4 | 19 | -51 | 95 | -4 | -6 | 100 | 2 | 12 | 6 | 101
O=S(=O)(NC1CC1)c1ccc(S(=O)(=O)N2CCCc3ccccc32)cc1 | 1.3 | 39 | 7 | 104 | 0 | 5 | 103 | 4 | -5 | 7 | 101
CCOP(=O)(O)c1ccccc1OCCCCCOc1ccccc1P(=O)(O)OCC | 0.2 | 25 | -2 | 97 | 0 | -4 | 95 | 1 | -2 | 10 | 98
O=C(Nc1nnc(CCS(=O)(=O)c2ccc3ccccc3c2)s1)c1cccs1 | -0.3 | 12 | 23 | 99 | 1 | 1 | 96 | -1 | -15 | 8 | 95
CCOC(=O)C1=C(C)NC(=O)C1CC(=O)Nc1ccccc1 (stereo not given) | 0.5 | 25 | -24 | 89 | -1 | . | 108 | 5 | 5 | 20 | 96
O=C(CNC(=O)c1ccc(S(=O)(=O)N2CCCC2)cc1)N/N=C/c1ccccc1 | -0.5 | 10 | -18 | 101 | -4 | . | 101 | 6 | -8 | 15 | 103
CN(C)CC(=O)N1c2ccccc2Sc2ccc(Cl)cc21 | 0.5 | 17 | -23 | 100 | -2 | 14 | 100 | 0 | 7 | 11 | 103
CCOc1ccc(N(Cc2ccccc2F)C2=NC3CS(=O)(=O)CC3S2)cc1 (stereo not given) | 1.0 | 11 | 6 | 103 | -2 | . | 101 | 3 | 11 | 25 | 95
COc1ccc(N2CCN(c3nc(NCCc4ccc(OC)c(OC)c4)nc(OC)n3)CC2)cc1 | 12 | 36 | -71 | 102 | -3 | . | 99 | 24 | 23 | 12 | 100
O=C(O)c1cccc(NN=C2c3ccccc3-c3ccccc32)c1 | -0.6 | 15 | -36 | 98 | 4 | -13 | ? | -3 | 16 | 9 | 99
CCc1nnc(NC(=O)CCC(=O)N2CCN(CCc3ccccc3)CC2)s1 | 0.6 | 12 | -14 | 99 | -4 | . | 96 | -2 | -1 | 20 | 102
COc1ccc(NC(C)=O)cc1NC(=O)CSc1nnc(-c2cccnc2)n1C | 0.8 | 32 | -6 | 100 | 0 | -38 | 104 | 6 | -17 | 6 | 98
OC(CNCCC(c1ccccc1)c1ccccc1)COc1ccccc1 (stereo not given) | -0.5 | 10 | -45 | 107 | 0 | 0 | ? | -2 | -4 | 8 | 103
O=C(CCc1nc(-c2ccccc2F)no1)NCCc1ccccc1Cl | 2.2 | 23 | 3 | 100 | -2 | 12 | 101 | 63 | 11 | 35 | 99
COc1ccccc1NC(=O)CN(c1ccc(C23CC4CC(CC(C4)C2)C3)cc1)S(C)(=O)=O | 0.5 | 79 | -24 | 99 | 0 | . | 97 | 2 | 3 | 12 | 103
O=C(N/N=C/c1ccc([N+](=O)[O-])cc1)c1ccc(COc2ccccc2-c2ccccc2)cc1 | -0.7 | 15 | -1 | 102 | -2 | . | 102 | -2 | -4 | 8 | 100
COc1ccc(-n2cc(CNC(C)c3ccncn3)c(-c3cccc(F)c3)n2)cc1 (stereo not given) | 1.5 | 12 | -3 | 101 | -1 | -6 | 99 | 6 | 15 | 10 | 101
N#Cc1c2n(c3c(=O)n(Cc4ccc(Cl)cc4)cnc13)CCCCC2 | 0.1 | 53 | -7 | 101 | 0 | . | 100 | -1 | -11 | 11 | 100
CC(=O)N1CCc2cc(S(=O)(=O)NCCC(=O)NCCc3ccc(C)cc3)ccc21 | 0.3 | 22 | -12 | 101 | 1 | . | 103 | 1 | -6 | 31 | 98
COc1ccc(/C=N/Nc2nc(N3CCCC3)nc(N3CCCC3)n2)c(OC)c1OC | 1.9 | 11 | -6 | 101 | -4 | 1 | 99 | 9 | -5 | 16 | 101
Cc1ccc(C)c(OCCCCn2cnc3ccccc3c2=O)c1 | 0.6 | 30 | -22 | 103 | -1 | . | 103 | 8 | -27 | 11 | 104
Clc1cccc(Cl)c1-c1nnc2cccc(Cl)n12 | 0.3 | 19 | -13 | 100 | 0 | . | 98 | 0 | -19 | 8 | 101
CCCCc1nnc(NC(=O)C(=O)OCC)s1 | 1.0 | 16 | -17 | 98 | 1 | . | ? | 28 | 16 | 8 | 98
CC(NC(=O)c1ccccc1F)C(=O)O (stereo not given) | 0.2 | 16 | 1 | 99 | 1 | . | 96 | 0 | 12 | 14 | 98
O=C(NCCc1ccccn1)c1cc(C(=O)C2CCCCC2)c[nH]1 | 0.9 | 15 | 6 | 101 | -1 | 6 | 103 | 12 | 16 | 17 | 100
Cc1ccsc1C(=O)N1CCC(N2CCC(C(=O)NCC3CCCO3)CC2)CC1 (stereo not given) | 0.3 | 17 | -39 | 100 | 1 | -14 | 100 | 1 | -6 | 9 | 102
O=C(Nc1ccc(O)cc1C(=O)O)c1ccc2c(c1)C(=O)N(Cc1ccco1)C2=O | -0.2 | 25 | -13 | 99 | 0 | . | 95 | -1 | 34 | 9 | 101
O=c1[nH]c2cc3c(cc2cc1CN(Cc1cccnc1)C(=S)NCc1ccco1)OCCO3 | -0.2 | 10 | -38 | 102 | 3 | . | 100 | 0 | 1 | 10 | 100
O=C(NC1CCCCC1)C(c1ccccc1)N(C(=O)c1cccs1)c1ccc2c(c1)OCO2 (stereo not given) | 3.6 | 32 | -11 | 101 | -2 | 7 | 101 | 13 | 8 | 13 | 100
N/C(=N\OC(=O)Cc1ccccc1[N+](=O)[O-])c1ccncc1 | 0.4 | 12 | 4 | 100 | -6 | -4 | 102 | 3 | 13 | 15 | 100
O=C(Nc1ccc(N2CCOCC2)cc1)c1ccc(Cl)nc1 | 0.1 | 15 | -34 | 102 | -3 | . | 94 | 2 | -7 | 18 | 99
COc1ccc(NC(=O)CCNC(=O)Cn2cnc3ccccc3c2=O)c(OC)c1 | 0.7 | 30 | -31 | 110 | -5 | . | 108 | 6 | 5 | 13 | 109
O=[N+]([O-])c1ccc(N2CCN(C(=S)Nc3ccccc3)CC2)cc1 | 0.7 | 16 | -19 | 103 | -4 | . | 102 | 10 | 2 | 10 | 101
Cc1ccccc1Cn1ccc(-c2ccc3c(c2)OCO3)n1 | 0.0 | 12 | -2 | 98 | 2 | 2 | 100 | 1 | -6 | 24 | 96
Cc1cc2c3c(c1C)C1(C(=O)N3C(C)(C)CC2C)C(C#N)=C(N)Oc2n[nH]c(C)c21 (stereo not given) | 1.2 | 22 | -12 | 101 | 0 | . | 104 | 5 | -10 | 16 | 101
O=C(Cc1cccc2ccccc12)N/N=C/c1ccncc1 | 0.1 | 13 | -14 | 104 | -4 | 24 | 102 | 3 | 10 | 12 | 103
CN(c1ccccc1)S(=O)(=O)c1cccc(NC(=O)Cc2c(F)cccc2Cl)c1 | 0.0 | 8 | 10 | 102 | -5 | -8 | 104 | -2 | -5 | 7 | 108
COc1ccccc1-c1c(C#N)c(N)nc2c1CCc1ccccc1-2 | 1.5 | 4 | 9 | 104 | -4 | 12 | 109 | 40 | 7 | 7 | 95
O=C(NCc1cn(-c2ccccc2)nc1-c1ccccc1)c1ccc([N+](=O)[O-])cc1 | 2.5 | 26 | -2 | 101 | -6 | -21 | 96 | 5 | 6 | 18 | 100
CC(C)(C)NC(=O)CN(C(=O)CS(=O)CC(=O)Nc1ccc(F)cc1)c1cccc(F)c1 (stereo not given) | 0.4 | 14 | -19 | 101 | -8 | -17 | 99 | 1 | 18 | 12 | 100
Cc1ccc(NC(=O)CSc2nnc(-c3cccnc3)n2CCN2CCCCC2)cc1 | . | 11 | -52 | 107 | -3 | -31 | 109 | 3 | 12 | 23 | 105
Cc1cc(C)n2nc(CC(=O)NC3CCCC(C)C3C)nc2n1 (stereo not given) | 0.0 | 9 | -30 | 101 | 0 | . | 100 | 0 | 6 | 23 | 102
COc1ccc(S(=O)(=O)N(C)CC(=O)Nc2cccc(C(C)=O)c2)cc1C | 1.1 | 16 | 2 | 99 | 0 | 8 | 99 | 9 | 0 | 25 | 100
O=C(O)c1ccc(NC(=S)NC(NC(=O)c2ccco2)C(Cl)(Cl)Cl)cc1 (stereo not given) | -0.1 | 52 | -46 | 101 | 0 | -3 | 97 | 0 | 4 | 12 | 99
Cc1cc(C)n(CCc2nc(-c3ccc(-c4ccccc4)cc3)cs2)n1 | 0.7 | 10 | 22 | 102 | -2 | . | 104 | 16 | 30 | 5 | 100
CCCCOc1cccc(C(=O)NC(=S)Nc2cccc(C(F)(F)F)c2)c1 | -0.8 | 10 | -9 | 98 | -5 | . | 101 | -3 | 7 | 16 | 100
O=C(COc1ccccc1)NCC(=O)Nc1cccc(S(=O)(=O)NC2=NCCC2)c1 | 0.2 | 12 | -15 | 101 | 0 | . | 100 | 0 | -4 | 20 | 104
CN(/N=C/c1ccc([N+](=O)[O-])o1)c1ccccc1 | -1.9 | 16 | -40 | 102 | -4 | -13 | 102 | 10 | -7 | 11 | 105
CCn1c(SCC(=O)Nc2ccc3c(c2)OCO3)nnc1-c1cnccn1 | 0.2 | 24 | -7 | 100 | -1 | 21 | 98 | 26 | 3 | 32 | 102
Cc1ccc(NC(=S)NCCc2ccc(S(N)(=O)=O)cc2)cc1C | -0.2 | 10 | -23 | 99 | 20 | 3 | 103 | 4 | 21 | 9 | 103

Copied from the list:
Cc1cc(C)n2nc(CC(=O)NC3CCCC(C)C3C)nc2n1 (stereo not given) in ABCG2 inh → 0
COc1ccc(S(=O)(=O)N(C)CC(=O)Nc2cccc(C(C)=O)c2)cc1C in RGS4-Gao reg → 99
O=C(COc1ccccc1)NCC(=O)Nc1cccc(S(=O)(=O)NC2=NCCC2)c1 in Mcl1-Noxa inh → -4

Later entries:
SMILES | ABCB1 block | GSH fluor | Mcl1-Bid inh | RGS4-Gao reg | Bim-Mcl-1 | Pf gametocyte | RGS7-Gao reg | ABCG2 inh | Mcl1-Noxa inh | Avidin fluor | RGS8-Gao reg
Cc1cnn(CCC(=O)NNC(=S)Nc2ccc(F)cc2)c1 | 0.1 | 10 | -69 | 97 | -2 | . | 101 | 2 | -10 | 12 | 99
O=C(CN1CCCCC1)NCCNC(=O)CN1CCCCC1 | 0.0 | 11 | -17 | 100 | -2 | . | 100 | 0 | -6 | 8 | 100
Cc1ccccc1-c1nnc2c3ccccc3c(C)nn12 | 0.4 | 15 | -12 | 97 | 2 | . | 96 | 0 | -6 | 4 | 100
Cc1cccc(C(C)Nc2ccc([N+](=O)[O-])cn2)c1 (stereo not given) | 0.9 | 11 | -37 | 100 | 0 | . | 104 | 2 | -15 | 11 | 101
COc1ccc(C(=O)CC2OC(=O)c3c2ccc(OC)c3OC)cc1 (stereo not given) | 0.7 | 14 | -10 | 100 | -1 | . | 104 | 4 | 25 | 13 | 103
